PTPN22 act = LYP phosphatase activators, primary screen, biochemical, DiFMUP fluorescence, 2 µM | recombinant LYP; 0 = plate median, 100 = signal doubled | Tyrosine-protein phosphatase non-receptor type 22 (Homo sapiens), Q9Y2R2 | AID 697, 2007 | activation, % at 2 µM | hit rate 0.11% among 96,000;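 active = activation at 2 µM above a set limit, the mean plus 5 SD, cut at about 37% in these data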
PostGolgi ctrl = growth inhibition of yeast control strain, primary screen, counter-screen for post-Golgi transport modulator project. efflux-deficient yeast background strain, growth absorbance A615, 16 h. hit rate 5% among 98,000. inhibition, % at 10 µM
S1P2 agonist = S1P2 receptor agonists, primary screen, cell-based. Sphingosine 1-phosphate receptor 2 (Homo sapiens), O95136. S1P2-expressing cell line, agonist reporter read-out. activation, % at 4.5 µM. hit rate 0.46% among 97,000. AID 729, 2007; in the data active = activation above about 16%;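 also: 0% = vehicle low control and 100% = maximal reference agonist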
Target sequence (O95136 whole entry, looked up): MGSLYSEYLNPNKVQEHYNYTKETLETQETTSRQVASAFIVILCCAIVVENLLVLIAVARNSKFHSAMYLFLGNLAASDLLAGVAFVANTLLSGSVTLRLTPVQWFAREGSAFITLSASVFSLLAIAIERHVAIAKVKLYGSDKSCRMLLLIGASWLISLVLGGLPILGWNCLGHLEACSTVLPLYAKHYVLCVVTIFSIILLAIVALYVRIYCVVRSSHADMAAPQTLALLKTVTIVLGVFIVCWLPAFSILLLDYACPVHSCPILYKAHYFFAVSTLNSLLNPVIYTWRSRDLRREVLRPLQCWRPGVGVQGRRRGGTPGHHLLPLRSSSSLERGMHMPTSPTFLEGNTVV
EphB4 ephrin blk = EphB4-ephrin-B2 interaction antagonists, primary screen, biochemical, TNYL-RAW peptide probe, fluorescence polarization; inhibition, % at 7 µM; EphB4 LBD / TNYL-RAW-Alexa532 peptide; Ephrin type-B receptor 4 (Homo sapiens), P54760; hit rate 0.15% among 97,000;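 active = inhibition above the screen-wide mean inhibition plus 3 SD, cut at about 15% in these data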;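 also: 0% = DMSO wells and 100% = excess unlabeled TNYL-RAW peptide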
FAK blocker = FAK kinase inhibitors, primary screen, biochemical. biochemical FAK kinase activity assay. inhibition, %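 (tested at 7 µM)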. hit rate 0.84% among 97,000. AID 727, 2007; in the data active = inhibition above about 19%;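 also: 0% = DMSO and 100% = reference compound high control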
LYP inh 2 = PTPN22 phosphatase inhibitors, primary screen, biochemical, DiFMUP fluorescence, 2 µM; AID 640, 2007; recombinant LYP catalytic domain; Tyrosine-protein phosphatase non-receptor type 22 (Homo sapiens), Q9Y2R2; inhibition, % at 2 µM; hit rate 0.21% among 96,000;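 active = inhibition at 2 µM at or above a set limit, the screen mean plus 3 SD, cut at about 24% in these data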;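 also: 0% = DMSO with enzyme and 100% = enzyme fully blocked by orthovanadate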
PostGolgi yeast = phenotypic screen on post-Golgi transport, primary screen | post-Golgi transport phenotypic cell assay | inhibition, % at 10 µM | hit rate 0.9% among 98,000 | AID 739, 2007;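 also: yeast cells grown in 1536-well plates; yeast grown about 18 h at 30C before absorbance read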
Rev-RRE block = HIV-1 Rev-RRE binding inhibitors, primary screen, biochemical, FRET, protein-RNA interaction | Rev peptide-RRE RNA binding | AID 704, 2007 | inhibition, % at 8 µM | hit rate 0.79% among 97,000;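 active = inhibition above the screen-wide mean plus 3 SD, cut at about 35% in these data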;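 also: 0% = median DMSO wells and 100% = median Neomycin B control wells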
Target sequence (P05866 whole entry, looked up): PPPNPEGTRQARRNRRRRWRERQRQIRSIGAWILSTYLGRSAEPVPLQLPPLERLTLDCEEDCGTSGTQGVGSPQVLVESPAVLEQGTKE
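Assay system: labelled RRE RNA duplex and labelled Rev peptide / Medium: HEPES pH 7.5 salt buffer with EDTA / Reagent: labelled Rev peptide / Schedule: 5 + 15 min at 25 °C / Signal: FRET, excitation 480 nm, emission 540 nm donor and 671 nm acceptor / Benchmarks: DMSO and neomycin B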
S1P2 antag = human S1P2 receptor antagonists, primary screen, cell-based | hit rate 0.21% among 97,000 | Sphingosine 1-phosphate receptor 2 (Homo sapiens), O95136 | inhibition, % at 5 µM | AID 736, 2007 | cell-based S1P2 antagonist assay, inhibition at 5 uM; in the data active = inhibition above about 45%;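 also: CRE beta-lactamase reporter cells expressing human S1P2 stimulated with S1P; 0% = agonist at EC80 alone and 100% = agonist plus reference antagonist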
An asterisk follows results filed as active; / = not tested or not shown. Rule as the data show it, unless noted: active = inhibition above about 30%; inactive = the rest.

entry	smiles	PTPN22 act	PostGolgi ctrl	S1P2 agonist	EphB4 ephrin blk	FAK blocker	LYP inh 2	PostGolgi yeast	Rev-RRE block	S1P2 antag
1	Cc1ccc(NC(=O)Cn2nc(C)c3ccccc3c2=O)c(C)c1	2	-1	-2	4	4	-3	-10	2	1
2	Cc1c(C(=O)Nc2cccc(Cl)c2)oc2ccc(S(=O)(=O)N3CCC4(CC3)OCCO4)cc12	4	17	-7	-7	2	-6	-5	6	20
3	COCCCNC(=O)C1CC(=O)N(CCc2ccc(OC)c(OC)c2)C1 (stereo not drawn)	10	4	1	0	0	-11	-2	2	-3
4	O=C(Nc1ccc(S(=O)(=O)NCc2cccnc2)cc1)c1ccco1	-2	-5	0	3	0	1	-2	6	13
5	CCOC(=O)N1CCC(NC(=O)Cc2cn(C)c3ccccc23)CC1	9	-5	-3	-1	-1	-9	2	2	2
6	CCCNC(=O)CCn1c(-c2ccc(C)cc2)cc(C(=O)OCC)c1C	-4	18	-5	1	1	4	10	2	12
7	CCc1ccc(NC(=O)CS(=O)CC(=O)Nc2ccc(F)cc2F)cc1 (stereo not drawn)	-5	-9	-3	5	19	3	22	11	15
8	Clc1cccc(Cl)c1Cn1cnc2c(NCc3ccco3)ncnc21	-10	12	0	5	0	13	0	9	7
9	COc1ccc(-c2nc(NC(=O)C3CCN(c4nc5ccccc5o4)CC3)sc2C)cc1	-4	22	-9	3	-3	3	0	1	19
10	O=C(NNC(=O)c1cccnc1)Nc1ccccc1	-5	9	-5	3	6	8	1	5	9
11	Cn1nnnc1SCC(=O)NC(C)(C)C	-9	4	-5	3	1	9	1	7	23
12	COCCN1C(=O)c2oc3ccccc3c(=O)c2C1c1cccc(O)c1 (stereo not drawn)	0	32*	-4	3	3	-3	6	2	9
13	CCCn1c(SCC(=O)N2CCN(c3ccccc3)CC2)nc2ccccc2c1=O	9	51*	-8	-2	0	-2	1	3	9
14	O=S(=O)(c1ccc(OCC(O)CN2CCC(Cc3ccccc3)CC2)cc1)N1CCOCC1 (stereo not drawn)	-4	14	-6	-6	-5	6	8	1	6
15	CCOc1cc(CNc2ccc3c(c2)CCC3)ccc1O	-1	-1	-4	1	2	2	7	5	4

A second format for part of the listing above:
5) CCOC(=O)N1CCC(NC(=O)Cc2cn(C)c3ccccc23)CC1
7) CCc1ccc(NC(=O)CS(=O)CC(=O)Nc2ccc(F)cc2F)cc1 (stereo not drawn)

Assay by compound,5,7
PTPN22 act,9,-5
PostGolgi ctrl,-5,-9
S1P2 agonist,-3,-3
EphB4 ephrin blk,-1,5
FAK blocker,-1,19
LYP inh 2,-9,3
PostGolgi yeast,2,22
Rev-RRE block,2,11
S1P2 antag,2,15

Returning to the listing, starting 3 compounds before the break.
entry	smiles	PTPN22 act	PostGolgi ctrl	S1P2 agonist	EphB4 ephrin blk	FAK blocker	LYP inh 2	PostGolgi yeast	Rev-RRE block	S1P2 antag
13	CCCn1c(SCC(=O)N2CCN(c3ccccc3)CC2)nc2ccccc2c1=O	9	51*	-8	-2	0	-2	1	3	9
14	O=S(=O)(c1ccc(OCC(O)CN2CCC(Cc3ccccc3)CC2)cc1)N1CCOCC1 (stereo not drawn)	-4	14	-6	-6	-5	6	8	1	6
15	CCOc1cc(CNc2ccc3c(c2)CCC3)ccc1O	-1	-1	-4	1	2	2	7	5	4
16	c1ccc(CNC2=NCCC2)nc1	11	-6	-1	-10	0	-15	-3	5	-9
17	C=CCN(CC=C)S(=O)(=O)c1ccc2nc(NC(=O)C(C)C)sc2c1	-13	25	-7	8	3	12	-5	9	-21
18	Brc1cccc(C2CC(c3ccccc3)n3nnnc3N2)c1 (stereo not drawn)	-1	9	-3	-1	6	0	6	6	-4
19	C=CCNC(=O)c1ccc(-c2nc(-c3ccc(Cl)cc3Cl)cs2)cc1	-6	3	-1	2	-38	8	-1	11	11
20	CCn1c(CSc2nc3ccccc3s2)nnc1SCC(N)=O	22	25	-7	-6	-4	-19	8	1	4
21	COc1nc(-c2ccncc2)nc2ccccc12	-6	10	-2	-2	2	9	4	1	-7
22	CN1CCN(C(=O)c2cn(-c3ccccc3)nc2-c2cccnc2)CC1	7	3	-3	2	-1	-7	11	10	8
23	O=C(O)CCC(=O)Nc1ccc(OCC(=O)O)cc1	7	-12	-4	-2	0	-5	5	0	10
24	Cc1ccnc(SCCn2c(N3CCC(C)CC3)nc3c2c(=O)n(C)c(=O)n3C)n1	2	/	-2	-1	-3	-4	/	7	10
25	COc1cc(C(=O)O)ccc1OCC(=O)N1CCOCC1	2	1	-10	0	2	-4	24	5	13
26	CCCS/C(N)=N/N=C/c1cc(C)ccc1O	32	7	-4	-2	7	-31	-6	11	1
27	C=CCc1ccccc1OCC(O)CN1CCN(c2ccccc2F)CC1 (stereo not drawn)	-3	11	-8	6	3	3	6	13	-2
28	COc1ccc(Cc2n[nH]c(=O)c3ccccc23)cc1OC	9	0	-9	-1	2	-9	0	-1	-24
29	CC(c1ccccc1)N1CNc2c(c(=O)n(C)c(=O)n2C)C1 (stereo not drawn)	0	-5	-8	-5	-4	-2	-11	3	-3
30	Cc1cccc(C=Nc2ccccc2C(N)=O)c1	-1	3	-2	3	0	1	-2	4	-23

Next part (three carried over from the part before).
entry	smiles	PTPN22 act	PostGolgi ctrl	S1P2 agonist	EphB4 ephrin blk	FAK blocker	LYP inh 2	PostGolgi yeast	Rev-RRE block	S1P2 antag
28	COc1ccc(Cc2n[nH]c(=O)c3ccccc23)cc1OC	9	0	-9	-1	2	-9	0	-1	-24
29	CC(c1ccccc1)N1CNc2c(c(=O)n(C)c(=O)n2C)C1 (stereo not drawn)	0	-5	-8	-5	-4	-2	-11	3	-3
30	Cc1cccc(C=Nc2ccccc2C(N)=O)c1	-1	3	-2	3	0	1	-2	4	-23
31	CS(=O)(=O)Nc1ccc(C(=O)NCCC2=CCCCC2)cc1	-3	7	-4	1	0	1	-1	2	4
32	Cc1cccc(NC(=O)CSc2nc3ccc(NC(=O)CSc4nnnn4-c4ccccc4)cc3s2)c1C	-7	3	-2	2	-4	12	-1	6	-14
33	Cc1cc(-c2ccc(N3C(=O)CCC3=O)c(C)c2)ccc1N1C(=O)CCC1=O	-10	-6	1	5	-10	8	25	3	-14
34	CCOC(=O)c1c(NC(=O)CSc2nnc(-c3cccnc3)o2)sc(C)c1C	-8	3	-6	13	8	13	-5	8	16
35	CCNc1[nH]c(=O)n(C)c(=O)c1N=O	-6	3	-3	2	-5	9	1	3	9
36	COc1ccccc1Nc1ncc(-c2cccs2)s1	1	10	-12	-2	5	-4	-1	4	16
37	Cc1ccc(C(C(=O)NC2CCCCC2)N(CC2CCCO2)C(=O)CNC(=O)c2ccco2)cc1 (stereo not drawn)	4	-3	-4	-4	-2	-5	-4	1	2
38	O=C(CN(C1CCCCC1)S(=O)(=O)c1ccccc1)NCc1cccnc1	-13	6	-1	3	-14	9	2	-2	-5
39	COc1ccc(Nc2ncc(C(=O)O)c3ccccc23)cc1	0	6	-5	-3	0	-3	2	-4	-6
40	O=C(c1cccc2ccccc12)n1nnc2ccccc21	-4	/	-3	0	-1	2	/	9	-4
41	CCOC(=O)CCSc1nnc(-c2cccnc2)n1-c1ccccc1OC	11	6	-7	-1	1	-11	-4	0	5
42	CCC(C(=O)NC1CCCC1)N(C(=O)Cn1nnc(-c2cccs2)n1)c1cnc2ccccc2c1 (stereo not drawn)	-7	-3	-5	-6	-8	9	-9	0	8
43	O=C(NCC1CCCO1)C1CCN(S(=O)(=O)c2cccnc2)CC1 (stereo not drawn)	7	0	0	7	2	-5	-4	4	-4
44	COC(=O)Nc1snnc1C	16	7	-3	1	1	-14	0	4	10
45	CC(=O)OCc1c(C(F)(F)F)nn(C)c1Oc1cccc(C(F)(F)F)c1	1	0	-3	-8	-4	3	0	6	16
46	COc1ccc(Cl)cc1NC(=O)NC1CCCCC1	-9	18	-3	1	2	11	2	14	-13
47	Cc1ccc(-n2c(CSc3nc(C)cc(C)n3)nnc2SCC(=O)NCc2ccco2)cc1	0	-10	-10	-7	1	0	1	1	-10
48	CS(=O)(=O)N1CCN(c2ccc([N+](=O)[O-])c(N3CCOCC3)c2)CC1	-4	-6	-3	4	-4	7	-5	5	4
49	Cc1ccc(C(=O)Nc2ncnc3sc4c(c23)CCCCC4)cc1	-14	6	-2	-2	9	10	5	11	-55
50	COc1ccccc1N(CC(=O)NCc1ccccc1)C(=O)CCC(=O)Nc1ccccn1	14	/	1	-5	1	-17	/	5	-9
51	O=C(N1CCN(c2cccc(Cl)c2)CC1)C1(S(=O)(=O)c2ccc(Cl)cc2)CC1	8	90*	-7	0	-1	-5	80*	15	-1
52	Nc1ncnc2c1ncn2C1CCC(CO)C(O)C1 (stereo not drawn)	12	8	2	-5	7	-17	3	5	-6
53	COc1ccc(-c2cnc(SCC(=O)Nc3cc(C)on3)n2Cc2ccco2)cc1	2	17	-6	2	3	-1	0	10	-4
54	Cc1oc(-c2cccc(Cl)c2)nc1CN1CCC(C(=O)NCc2ccco2)CC1	-5	2	-5	3	4	3	5	6	1
55	CCc1cc(/C(Cc2cscn2)=N\O)c(O)cc1O	0	3	-1	5	10	-2	1	10	-18
56	CCNC(=O)CN(c1ccc(Cl)cc1)S(=O)(=O)c1ccccc1	12	8	-4	-3	0	-10	5	3	-13
57	C=CCNC(=O)C(=O)c1cccn1-c1ccsc1C(=O)OC	-3	5	-4	0	3	2	-12	0	0
58	CCCN(CCC)S(=O)(=O)c1ccc(C(=O)Nc2nnc(CSC)o2)cc1	-8	12	-1	-8	0	6	12	4	-13
59	Cn1c(=O)c2c(nc(CN3CCOCC3)n2CC(=O)c2ccccc2)n(C)c1=O	2	/	-1	1	1	-1	/	4	-11
60	Cc1ccc(-c2nc(CN(C)C)cc(CN(C)C)c2O)cc1	-1	1	-6	1	6	-1	2	6	6
61	CCOC(=O)N1CCN(C(=O)c2cnc3n(c2=O)CCS3)CC1	5	-9	-2	4	-1	-6	5	1	-14
62	COc1cccc(-c2csc3nnc(SCC(=O)NCc4cccs4)n23)c1	1	9	-1	0	-1	-3	-1	1	-10

Single values from above.
Value of CCOC(=O)N1CCN(C(=O)c2cnc3n(c2=O)CCS3)CC1 in S1P2 antag: -14
Value of COc1ccccc1N(CC(=O)NCc1ccccc1)C(=O)CCC(=O)Nc1ccccn1 in EphB4 ephrin blk: -5
Value of COc1ccc(Cl)cc1NC(=O)NC1CCCCC1 in PostGolgi yeast: 2
Value of Cc1oc(-c2cccc(Cl)c2)nc1CN1CCC(C(=O)NCc2ccco2)CC1 in S1P2 agonist: -5
